GAA glycogen mod – inhibitors or activators of human alpha-glucosidase glycogen cleavage | recombinant GAA, glycogen substrate, Amplex Red glucose oxidase fluorescence | Potency, µM (highest dose often 76.4 µM), for the others: at the top dose activity change, negative = inhibition, usual class: inhibitors | 300,000 compounds, 0.38% hits | AID 2100;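 note: 0% = full enzyme reaction and -100% = no-enzyme basal signal; the screen sought inhibitors and activators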
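Natural-substrate format: glycogen cleavage by 4 nM human enzyme, glucose read by Amplex Red coupling (Ex 573, Em 610 nm). Normalized to enzyme and no-enzyme controls.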
ALDH1A1 block – blocks purified human ALDH1A1 activity; Purified ALDH1A1, NADH fluorescence, propionaldehyde substrate; Potency, µM (highest dose often 75.3 µM), without a hit: at the highest dose activity, negative = inhibition, actives largely listed as inhibitors; 220,000 compounds, 7.3% hits; AID 1030; active = well fitted inhibition curve with a large enough effect, not every such curve was filed as active; inconclusive = small, poorly fitted or top-dose-only effect, or another doubt; inactive = no such curve, though single readings can be large or run the other way;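 note: plate controls were no enzyme wells and a reference inhibitor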
Target sequence (P00352 whole entry, looked up): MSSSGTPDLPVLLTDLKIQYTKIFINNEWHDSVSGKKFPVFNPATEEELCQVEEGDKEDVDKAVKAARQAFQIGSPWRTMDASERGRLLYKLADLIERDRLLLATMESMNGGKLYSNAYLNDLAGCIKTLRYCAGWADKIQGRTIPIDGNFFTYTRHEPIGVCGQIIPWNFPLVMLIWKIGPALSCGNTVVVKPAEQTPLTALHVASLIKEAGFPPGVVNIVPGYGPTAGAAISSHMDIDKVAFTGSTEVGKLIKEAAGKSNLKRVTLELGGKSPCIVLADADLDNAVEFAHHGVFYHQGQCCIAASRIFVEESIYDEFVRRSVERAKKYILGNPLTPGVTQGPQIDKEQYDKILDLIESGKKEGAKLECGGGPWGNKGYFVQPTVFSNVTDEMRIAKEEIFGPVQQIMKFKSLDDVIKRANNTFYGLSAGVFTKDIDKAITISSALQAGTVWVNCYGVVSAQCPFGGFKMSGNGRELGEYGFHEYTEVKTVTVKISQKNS
GAA spleen mod – inhibitors or activators of human alpha-glucosidase in spleen homogenate. P10253. human spleen homogenate, 4-MU-alpha-glucoside fluorescence. Potency, µM (titrated, usually from 79.9 µM), for the others: top-dose activity change, negative = inhibition, actives largely listed as inhibitors. 240,000 compounds, 0.006% hits;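 note: 0% = enzyme with vehicle and -100% = no enzyme basal signal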
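Human spleen homogenate (1 ug) incubated with compounds and 1 mM 4-methylumbelliferyl-alpha-D-glucopyranoside in pH 5.0 citrate/phosphate buffer, 37 C, 40 min. Stopped at pH 10; 4-MU fluorescence (Ex 365/Em 440 nm); AC50 by Hill fit.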
SMN2 splice up – increases expression of the SMN2 splice variant; 210,000 compounds, 2.8% hits; Potency, µM (series often up to 46.1 µM), for the others: at the highest dose activity change, positive = activation, usual class: activators; HEK293 SMN2-luciferase splicing reporter, luminescence, 30-36 h; AID 1458; note: % of control where 0% means no effect; nearly all actives have a fitted effect of over 55% in size
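HEK293 cells carry an SMN2 […]–luciferase reporter in which exon 7 inclusion puts luciferase in frame. Cells were plated 10-12 h before compound addition, then incubated 30-36 h at 37C. ONE-Glo luminescence was read; sodium butyrate at 4.5 mM final served as control.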
KDM4E inh – blocks human JMJD2E demethylase activity; JMJD2E catalytic domain, FDH-coupled NADH fluorescence (FDH is formaldehyde dehydrogenase); 230,000 compounds, 1.6% hits; AID 2147; Potency, µM (series often up to 57.1 µM), without a hit: at the highest dose activity change, negative = inhibition, most hits filed as inhibitors; active = well fitted inhibition curve with a large enough effect, not every such curve was filed as active; inconclusive = small, poorly fitted or top-dose-only effect, or another doubt; inactive = no such curve, though single readings can be large or run the other way;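 note: 0% = wells with enzyme and -100% = buffer wells without enzyme; nearly all actives have a fitted effect of over 50% in size; many of its hits are not listed in these tables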
aGal spleen mod – inhibits or activates alpha-galactosidase in human spleen homogenate; P06280; human spleen homogenate, 4MU-alpha-Gal fluorescence, 40 min; Potency, µM (titrated, usually from 80 µM), for inactives: at the highest dose activity change, negative = inhibition, actives largely listed as inhibitors; 240,000 compounds, 0.008% hits; AID 2107;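 note: 0% = enzyme with vehicle and -100% = no enzyme basal signal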
Target sequence (P06280 32-429 limits assumed): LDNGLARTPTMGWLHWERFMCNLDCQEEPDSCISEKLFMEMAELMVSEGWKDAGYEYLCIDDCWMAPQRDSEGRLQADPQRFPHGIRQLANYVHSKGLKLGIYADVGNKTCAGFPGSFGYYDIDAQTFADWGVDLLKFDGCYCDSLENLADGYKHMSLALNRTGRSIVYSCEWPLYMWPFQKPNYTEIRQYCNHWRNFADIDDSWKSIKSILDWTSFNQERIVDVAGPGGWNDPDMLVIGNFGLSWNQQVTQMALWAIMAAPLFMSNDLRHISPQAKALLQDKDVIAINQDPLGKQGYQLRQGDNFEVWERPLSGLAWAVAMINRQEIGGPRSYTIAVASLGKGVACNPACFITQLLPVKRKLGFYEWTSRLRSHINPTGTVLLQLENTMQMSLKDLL
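Inhibition or activation of alpha-galactosidase in human spleen homogenate is scored by 4-MU fluorescence after 40 min at 37C, pH 5.0, with 1 mM substrate. AC50s come from concentration-response fitted to the Hill equation.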
GAA inh – inhibitors of human lysosomal alpha-glucosidase | P10253 | purified human GAA, 4-MU-alpha-glucoside fluorescence | Potency, µM (doses to about 76.9 µM), for the others: top-dose activity change, negative = inhibition, usual class: inhibitors | 200,000 compounds, 0.005% hits | AID 1466;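 note: plate controls were uninhibited enzyme wells for no effect and no-enzyme background for full effect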
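Compounds are titrated up to 77 uM against 4 nM human enzyme. Substrate 4-methylumbelliferyl-alpha-D-pyranoside (400 uM) reacts 20 min at room temperature in pH 5.0 buffer; liberated 4-methylumbelliferone is read at 440 nm.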
RGS12 GoLoco inh – inhibitors of human Gai1-RGS12 GoLoco interaction (red fluorophore); P63096; Gai1:RGS12 GoLoco peptide FP, rhodamine, 10 min; Potency, µM (highest dose often 61.6 µM), without a hit: top-dose activity, negative = inhibition, usual class: inhibitors; 230,000 compounds, 0.44% hits; AID 880; active = well fitted inhibition curve with a large enough effect, not every such curve was filed as active; inactive = no such curve, though single readings can be large or run the other way; note: % is set by controls: 0 for no effect and ±100 for the full control effect; nearly all actives have a fitted effect of over 30% in size; many of its hits are not listed in these tables
* = called active by the depositor; ? = inconclusive; · = no result given; [ ] = another dose, or the depositor's remark. Unless noted, calls come from the whole dose curve; as a rule, active = well fitted curve in the direction sought with a large enough effect; inconclusive = small, poorly fitted or top-dose-only effect, or another doubt; inactive = no such curve, though single readings can be large; an effect the other way counts as inactive or inconclusive. Potency is the fitted concentration of half-maximal effect. These rows are one share of the data; the hit share may differ from the screen's.

structure	GAA glycogen mod	ALDH1A1 block	GAA spleen mod	SMN2 splice up	KDM4E inh	aGal spleen mod	GAA inh	RGS12 GoLoco inh
COc1ccc(C(=O)N2CCN(c3cccc(Cl)c3)CC2)c(OC)c1	3%	0%	-23%	20%	0%	6%	-1%	-4%
C/C(=N\NC(=O)c1cc(-c2cccc([N+](=O)[O-])c2)n[nH]1)c1ccc(F)cc1	-19%	·	0%	·	6%	2%	·	6%
O=C(NCc1ccccn1)C(=O)NCc1ccccn1	9%	-47%	1%	?	13%	-4%	5%	-3%
O=C(N/N=C/c1cccc(Oc2ccccc2)c1)c1cccc(Br)c1	-3%	1%	-8%	-22%	-8%	-13%	-5%	0%
COCCn1nnnc1C(c1ccc(OC)c(OC)c1)N1CCN(c2nc3ccccc3s2)CC1 (stereo not given)	-4%	-5%	-10%	-7%	0%	6%	13%	5%
Cc1nn(-c2ccc(F)cc2)c2nc(N)c(C#N)c(-c3cccs3)c12	-2%	?	-19%	-24%	?	3%	-5%	23%
COC(=O)c1ccc(-n2nnnc2SCC(=O)Nc2ccccc2OC)cc1	-3%	7%	-7%	4%	-3%	-19%	0%	8%
CCc1ccccc1NC(=O)N1CCc2ccccc21	1%	·	0%	·	-2%	8%	·	2%
Clc1ccc(-c2nnc(-c3ccco3)nc2N2CCCCC2)cc1	-4%	2.2µM*	-7%	-9%	-17%	1%	-2%	16%
Cc1cc(Nc2ccccc2)nn1C(=O)c1ccc(Br)cc1	3%	-1%	4%	-23%	-7%	-16%	-8%	6%
Cc1cc(C)c(C(=O)CSc2n[nH]c(=O)n2C2CC2)cc1C	-7%	-2%	-1%	-29%	4%	-5%	5%	10%
Cc1c([N+](=O)[O-])c(C(=O)N2CCCC2)nn1C	14%	4%	-7%	10%	10%	-2%	-8%	11%
CCOC(=O)c1c(-c2ccc(Cl)cc2)cn2ccccc12	8%	?	-7%	-12%	?	-3%	-3%	-1%
CCc1nc2ccc(C(=O)Nc3cccc(C(C)=O)c3)cc2nc1CC	-1%	?	6%	·	-22%	6%	-2%	·
CCOC(=O)c1c(-c2ccccc2)csc1NC(=O)c1cc2ccccc2oc1=O	-4%	-2%	-1%	-10%	-3%	18%	0%	3%

3 compounds already listed, ordered by their value in ALDH1A1 block, high to low.
Molecule	ALDH1A1 block	GAA spleen mod	SMN2 splice up	KDM4E inh	aGal spleen mod	GAA inh	RGS12 GoLoco inh
COc1ccc(C(=O)N2CCN(c3cccc(Cl)c3)CC2)c(OC)c1	0%	-23%	20%	0%	6%	-1%	-4%
Cc1cc(Nc2ccccc2)nn1C(=O)c1ccc(Br)cc1	-1%	4%	-23%	-7%	-16%	-8%	6%
CCOC(=O)c1c(-c2ccccc2)csc1NC(=O)c1cc2ccccc2oc1=O	-2%	-1%	-10%	-3%	18%	0%	3%

New compounds follow
structure	GAA glycogen mod	ALDH1A1 block	GAA spleen mod	SMN2 splice up	KDM4E inh	aGal spleen mod	GAA inh	RGS12 GoLoco inh
O=C1c2ccccc2C(O)(Cc2ccccc2)N1c1ccc2c(c1)OCO2 (stereo not given)	2%	-9%	-5%	-30%[inhibitor]	-5%	-9%	3%	-6%
COc1ccc(-c2nc3c(c4c2C[C@H](c2ccccc2)OC4)CN(C(=O)Cc2cccs2)CC3)c(C)c1	·	4µM*	-4%[17.4 µM]	2%[9.22 µM]	-17%[11.4 µM]	-14%[17.5 µM]	·	5%[14.2 µM]
O=CN1CCN(C(=O)Cc2ccc([N+](=O)[O-])cc2)CC1	-4%	11%	-8%	4%	-4%	-1%	-7%	10%
CCOC(=O)C1CCN(C(=O)/C=C/c2ccccc2OC)CC1	7%	0%	4%	1%	?	6%	0%	5%
Cc1noc(C)c1CS(=O)(=O)c1ccc([N+](=O)[O-])cc1	9%	32µM*	-13%	·	-10%	-3%	9%	-2%
NC(=O)c1c(NC(=O)COC(=O)c2ccc(S(=O)(=O)Nc3ccccc3)cc2)sc2c1CCCC2	-1%	1%	-19%	6%	1%	2%	2%	21%
CC(=O)NS(=O)(=O)c1ccc(NC(=O)c2ccccn2)cc1	-2%	-9%	3%	0%	-3%	0%	-2%	9%
CCN1CCCC1CN=Cc1c(O)n(-c2ccccc2)c(=O)c2ccccc12 (stereo not given)	1%	?	-14%	·	?	-4%	-5%	52%[activator]
CC(C)C(=O)Nc1c(-c2cccs2)c(=O)c2ccccc2n1C	3%	?	5%	17%	?	1%	-3%	-4%
Cc1nonc1NC(=O)CSc1nnc(-c2ccoc2C)n1-c1cccc(Cl)c1	5%	10µM*	?	3%	5%	-17%	-3%	3%
O=C(CSc1nc2ccccc2n1CCc1ccccc1)NC1CC1	12%	-4%	-6%	·	4%	-1%	-15%	·
Cc1ccc(/C=N/NC(=O)c2csc(C)c2)o1	-3%	?	-4%	11%	-2%	-2%	-7%	-1%
Cc1cc(C)n(-c2nc3ccccc3n3nnnc23)n1	6%	-6%	-2%	-2%	-2%	0%	-1%	-20%
COc1cc(/C=C/C(=O)O)cc2c1OCCO2	0%	?	0%	-8%	?	-1%	2%	11%
O=C(NCc1cccc(C(F)(F)F)c1)C1CC(c2ccc(C(F)(F)F)cc2)=NO1 (stereo not given)	-7%	·	1%	·	3%	0%	·	4%

(more compounds)
structure	GAA glycogen mod	ALDH1A1 block	GAA spleen mod	SMN2 splice up	KDM4E inh	aGal spleen mod	GAA inh	RGS12 GoLoco inh
CCOC(=O)N1CCN(C(=O)CSc2nnc(Cn3c(=O)sc4ccccc43)n2C)CC1	-6%	-5%	-4%	0%	2%	-5%	1%	-6%
CCN(CC)C(=O)c1c(Cl)nc(C)c([N+](=O)[O-])c1C	-2%	6%	-5%	15%	-1%	6%	2%	-7%
CCc1cc2c(=O)c(-c3cnn(-c4ccccc4)c3)c(C)oc2c(CN2CCCCC2)c1O	-1%	?	-9%	-14%	?	7%	10%	6%
O=C(C1=C[C@H](c2ccc(Br)cc2)C[C@H](OCc2ccc(CO)cc2)O1)N1CCN(Cc2ccc3c(c2)OCO3)CC1	-10%	?	-3%	·	-11%	1%	·	5%
O=C(CN1CCOCC1)Nc1cccc(S(=O)(=O)N2CCCCCC2)c1	1%	27%	-1%	-14%	0%	-5%	-1%	-9%
CCc1nc(SCC(=O)N2c3ccccc3Sc3ccccc32)c2ccccc2n1	7%	?	-3%	-2%	4%	-3%	2%	5%
Cn1c(=O)c2[nH]c(Nc3ccccc3)nc2n(C)c1=O	7.1µM*	9%	2%	-15%	-18%	-4%	-5%	9%
COc1ccc(-c2ccc([C@H]3[C@H]4C=CC[C@@H](C)[C@@H]4C(=O)N3Cc3ccccc3)c(F)c2)cc1OC	-3%	·	-2%	·	?	6%	·	9%
C=CCSc1nc(N)c(C#N)c(-c2ccccc2)c1C#N	-2%	?	-6%	-9%	-6%	13%	3%	4%
Cc1ccc(NC(=O)CN(c2ccc3c(c2)OCO3)S(=O)(=O)c2c(C)n[nH]c2C)cc1	1%	7%	-7%	0%	3%	-4%	-1%	6%
COc1ccc(-c2nnn(Cc3nc(N)nc(N4CCCCC4)n3)n2)cc1	-6%	0.56µM*	-5%	-41%[inhibitor]	-7%	-1%	?	4%
O=C(c1ccco1)N(CCCN1CCOCC1)c1nc(-c2ccc(Cl)cc2)cs1	-9%	4%	-4%	-33%[inhibitor]	?	-14%	-6%	7%
COC(=O)c1ccnc(SCC(=O)c2ccccc2)c1	-2%	-9%	-5%	?	2%	7%	-3%	-1%
Cc1ccccc1C(=O)OC1OC(=O)C(Cl)=C1Nc1ccc(C(=O)O)cc1 (stereo not given)	8%	-3%	12%	31%	-11%	3%	1%	-3%
O=C(NN1C(=O)c2ccccc2NC1c1ccc([N+](=O)[O-])o1)c1ccccc1 (stereo not given)	?	-16%	-9%	-20%	5%	2%	?	0%

More entries:
structure	GAA glycogen mod	ALDH1A1 block	GAA spleen mod	SMN2 splice up	KDM4E inh	aGal spleen mod	GAA inh	RGS12 GoLoco inh
CCOc1ccccc1NC(=O)Cn1c(=O)n(CCC(=O)NC2CCCC2)c(=O)c2ccccc21	7%	9%	4%	14%	-4%	7%	-2%	6%
Cc1ccc(S(=O)(=O)NC(CCc2ccccc2)CC(=O)C(C)(C)C)cc1 (stereo not given)	-7%	?	2%	-47%[inhibitor]	-2%	12%	-5%	-3%
O=C(Cc1ccccc1)Nc1nc2ccccc2s1	0%	-2%	-4%	?	-8%	2%	0%	3%
CCn1c2ccccc2c2nnc(SCC(=O)Nc3c(C)n(C)n(-c4ccccc4)c3=O)nc21	14%	-6%	-2%	-11%	-3%	9%	-1%	16%
NC(=O)CN1N=C(c2cc(Cl)sc2Cl)CSC1=O	1%	-6%	-1%	-4%	-1%	-8%	-3%	7%
O=C1/C(=C/c2cccs2)SC(=S)N1C1CCS(=O)(=O)C1 (stereo not given)	-1%	·	-2%	·	2%	-6%	·	15%
COc1ccc(C(=O)N2CCCC(CCC(=O)NCc3ccc(F)c(F)c3)C2)cc1F (stereo not given)	21%	-6%	0%	-11%	13%	2%	?	-1%
Cn1c2ccccc2c(=O)c2c(=O)n(Cc3ccco3)c(-c3ccc(C(C)(C)C)cc3)nc21	-2%	·	5%	·	5%	14%	·	2%
CCOC(=O)C1C(C(=O)Nc2cccc(C(F)(F)F)c2)C1C(=O)NC(C)C (stereo not given)	-3%	5%	7%	9%	-6%	5%	-1%	2%
Cc1noc(C)c1S(=O)(=O)Nc1cc(C(F)(F)F)ccc1N1CCOCC1	8%	9%	6%	·	-2%	4%	-11%	-5%
CSc1nn2c(C(F)(F)F)cc(C(F)(F)F)nc2c1C(N)=O	4%	12%	0%	·	6%	-3%	-11%	-9%
COc1ccc(C2CC(c3ccccc3OC(C)=O)=NN2C(=O)/C=C/c2ccccc2)cc1 (stereo not given)	-3%	?	-3%	16%	?	2%	-14%	-8%
CCS(=O)(=O)NCc1ccc2[nH]c3c(c2c1)CCCC3	12%	?	1%	3%	?	-16%	2%	9%
CCC(CC)c1nnc(NC(=O)C2COc3ccccc3O2)s1 (stereo not given)	10%	-12%	2%	?	8%	4%	-4%	-2%
